Assay outcomes deposited in PubChem BioAssay by National Center for Advancing Translational Sciences (NCATS).
ALDH1A1 block: ALDH1A1 (human) enzyme inhibition | Purified ALDH1A1, NADH fluorescence, propionaldehyde substrate | Potency, µM (highest dose often 75.3 µM), without a hit: top-dose activity, negative = inhibition, usual class: inhibitors | P00352 | hit rate 7.3% among 220,000; active = well fitted inhibition curve with a large enough effect, not every such curve was filed as active; inconclusive = small, poorly fitted or top-dose-only effect, or another doubt; inactive = no such curve, though single readings can be large or run the other way;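 also: plate controls were no enzyme wells and a reference inhibitor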
Target sequence (P00352 whole entry, looked up): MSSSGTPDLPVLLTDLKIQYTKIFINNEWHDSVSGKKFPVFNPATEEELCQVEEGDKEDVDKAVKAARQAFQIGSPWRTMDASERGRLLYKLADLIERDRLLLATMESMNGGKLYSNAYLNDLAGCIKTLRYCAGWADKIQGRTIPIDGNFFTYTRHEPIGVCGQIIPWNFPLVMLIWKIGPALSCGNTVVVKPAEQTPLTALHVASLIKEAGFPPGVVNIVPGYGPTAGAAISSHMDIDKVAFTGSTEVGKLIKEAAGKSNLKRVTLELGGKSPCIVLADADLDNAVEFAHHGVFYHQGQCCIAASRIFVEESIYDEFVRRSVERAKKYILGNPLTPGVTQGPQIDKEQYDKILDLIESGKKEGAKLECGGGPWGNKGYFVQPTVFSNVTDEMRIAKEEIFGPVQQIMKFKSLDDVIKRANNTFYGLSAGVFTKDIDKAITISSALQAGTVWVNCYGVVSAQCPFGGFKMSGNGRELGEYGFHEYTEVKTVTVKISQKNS
aGal spleen mod: inhibits or activates alpha-galactosidase in human spleen homogenate | human spleen homogenate, 4MU-alpha-Gal fluorescence, 40 min | Potency, µM (doses to about 80 µM), for inactives: top-dose activity change, negative = inhibition, usual class: inhibitors | hit rate 0.008% among 240,000 | AID 2107;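 also: 0% = enzyme with vehicle and -100% = no enzyme basal signal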
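qHTS titration in buffer at pH 5.0. Alpha-galactosidase activity in spleen homogenate was measured via 4-methylumbelliferone release from 1 mM fluorogenic substrate after 40 min at 37C and a pH 10 stop. AC50 came from Hill fits of control-normalized data.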
Tau fluor counter: counter-screen for tau fibril formation inhibitors; Potency, µM (top dose mostly 57.7 µM), without a hit: top-dose activity change, negative = decrease; AID 1463; hit rate 0.93% among 280,000; tau K18 P301L Alexa594 fluorescence, heparin fibrillization; also: nearly all actives have a fitted effect of over 55% in size
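Human K18 P301L tau (15 uM unlabeled plus 0.24 uM Alexa 594-labeled, final) in 100 mM sodium acetate pH 7 was mixed with compound and 20 uM heparin and incubated 6 hr at 37 C.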
Tau FP inhib: blocks human tau fibril formation measured by polarization | hit rate 0.39% among 280,000 | Potency, µM (highest dose often 57.7 µM), for inactives: at the highest dose activity, negative = inhibition, actives largely listed as inhibitors | AID 1468 | P10636 | K18 P301L tau heparin fibrillization, Alexa594 FP, 6 h; also: nearly all actives have a fitted effect of over 55% in size
Target sequence (P10636 561-689 P618L limits assumed): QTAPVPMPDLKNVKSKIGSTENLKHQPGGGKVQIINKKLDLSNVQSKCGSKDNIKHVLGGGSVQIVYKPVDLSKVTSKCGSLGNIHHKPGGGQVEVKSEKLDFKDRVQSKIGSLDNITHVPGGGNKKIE
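Steps: dispense K18 P301L tau (15 uM plus 0.24 uM Alexa 594 tracer, final) in pH 7 sodium acetate; add compound; add heparin (20 uM final); incubate 6 hr, 37 C; add ThT (30 uM final); after 1 hr ambient, read FP.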
Tau ThT inhib: tau fibrillization inhibition (ThT binding). P10636. recombinant tau K18 P301L (four-repeat tau fragment), heparin-induced fibrillization, ThT fluorescence. Potency, µM (top dose mostly 57.4 µM), for inactives: top-dose activity, negative = inhibition, actives largely listed as inhibitors. hit rate 2.1% among 270,000; also: nearly all actives have a fitted effect of over 55% in size
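Tau K18 P301L fragment (15 uM unlabeled plus 0.24 uM Alexa 594-labeled) in 100 mM sodium acetate pH 7 with compound, fibrillization induced by 20 uM heparin for 6 hr at 37 C. Thioflavin T (30 uM) added, fluorescence read after 1 hr (ex 450, em 510 nm).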
L3MBTL1 block: blocks human L3MBTL1 | Potency, µM (highest dose often 57.1 µM), for the others: at the top dose activity, negative = inhibition, hits mostly inhibitors | AID 485360 | AlphaScreen L3MBTL1–H3K9me1 peptide binding | Q9Y468 | hit rate 0.66% among 230,000; also: nearly all actives have a fitted effect of over 60% in size
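L3MBTL1 50 nM + b-AHA-H3(1-15)K9me1 75 nM, 30 min RT; compound added, 30 min RT; streptavidin donor/Ni-chelate acceptor beads 10 ug/mL each final, 30 min RT dark; AlphaScreen read.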
TRb-SRC2 inh: inhibitors of human thyroid hormone receptor beta-SRC2 interaction; P10828; Potency, µM (highest dose often 106 µM), for inactives: at the top dose activity change, negative = inhibition, usual class: inhibitors; AID 1469; TRbeta-SRC2 peptide binding, fluorescence polarization; receptor liganded with 1 µM T3; hit rate 0.065% among 280,000;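 also: plate controls were bound peptide for no effect and peptide without receptor for full effect; nearly all actives have a fitted effect of over 50% in size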
Target sequence (P10828 whole entry, looked up): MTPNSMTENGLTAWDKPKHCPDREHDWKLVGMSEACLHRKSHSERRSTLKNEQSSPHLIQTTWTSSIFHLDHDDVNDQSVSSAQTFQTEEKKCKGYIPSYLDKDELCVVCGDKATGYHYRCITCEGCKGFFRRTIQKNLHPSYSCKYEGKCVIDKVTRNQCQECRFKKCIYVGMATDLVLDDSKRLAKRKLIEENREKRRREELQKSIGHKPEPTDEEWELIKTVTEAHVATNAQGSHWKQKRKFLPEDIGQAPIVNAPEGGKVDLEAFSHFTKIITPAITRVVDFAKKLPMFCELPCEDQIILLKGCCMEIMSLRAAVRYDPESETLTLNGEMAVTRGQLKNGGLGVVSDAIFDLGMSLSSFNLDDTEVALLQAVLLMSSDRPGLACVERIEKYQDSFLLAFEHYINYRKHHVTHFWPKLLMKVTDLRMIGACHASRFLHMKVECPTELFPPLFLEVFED
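TRb LBD 0.6 uM + Texas Red SRC2 peptide 20 nM, 1 uM T3, Tris buffer w/ 5% DMSO; compound pinned, 5 h RT; FP read ex 555/em 632; normalized to unbound and bound controls.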
TR SRC2 fluor cs: alters Texas Red total fluorescence, flagging assay interference. Potency, µM (series often up to 106 µM), inactives show top-dose fluorescence change, negative = quenching. TRb/SRC2 Texas Red total fluorescence interference. AID 1479. hit rate 0.29% among 280,000; active = well fitted curve in either direction with a large enough effect; inconclusive = small, poorly fitted or top-dose-only effect
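Flags fluorescent or light-absorbing compounds by total fluorescence, S + 2P, at 555 nm excitation and 632 nm emission. Mixture: 20 nM Texas Red SRC2 peptide, 0.6 uM human TRb LBD, 1 uM T3, 5% DMSO; compound exposure 5 h at ambient temperature.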
* hit, by the source's call; ? = inconclusive; . = no result given; & = joins results of further samples; [ ] = remark or other dose. Unless noted, calls follow the shape of the dose curve; as a rule, active = well fitted curve in the direction sought with a large enough effect; inconclusive = small, poorly fitted or top-dose-only effect, or another doubt; inactive = no such curve, though single readings can be large; an effect the other way counts as inactive or inconclusive. Unless noted, % is scaled to controls: 0 for no effect and ±100 for the full control effect; potency is read from the fitted curve at half-maximal effect.

SMILES | ALDH1A1 block | aGal spleen mod | Tau fluor counter | Tau FP inhib | Tau ThT inhib | L3MBTL1 block | TRb-SRC2 inh | TR SRC2 fluor cs
C=CCn1c(=NC(=O)c2cccs2)sc2cccc(OC)c21 | . | 4.1% | ? | -19.1% | . | . | -4.5% | 0.6%
Cc1cc(C)c(C#N)c(Oc2ccc(O)cc2)n1 | 0.1% | -1.3% | -8.9% | -8.0% | -17.6% | 13.9% | -0.9% | -2.3%
NCCC[C@@H](CC(=O)N[C@@H]1CCNC[C@H]1C(=O)N[C@H](CC(=O)N[C@@H](CCC(=O)O)CC(=O)O)Cc1c[nH]c2ccccc12)NC(=O)C[C@H](Cc1ccccc1)NC(=O)[C@@H]1CNCC[C@H]1N | -2.2% | -2.6% | -10.7% | -0.4% | -1.3% | . | 1.5% | -2.7%
COc1ccccc1NC(=O)c1ccccc1SC | 0.4% | -3.9% | -0.6% | 1.4% | -1.5% | 3.3% | -0.6% | 1.0%
COc1cc(/C=N/n2cc(-c3ccccc3)[nH]c2=S)cc(OC)c1O | . | 8.0% | ? | 12.0% | 20µM* | -17.7% | 4.5% | -18.6%
Cc1ncc(C[n+]2csc(C)c2C)c(N)n1 | -1.7% | -0.2% | -1.9% | 0.9% | -6.3% | 5.3% | -2.6% | -3.1%
N#Cc1ccc(-c2csc(NNC(=O)c3ccc(Br)cc3)n2)cc1 | ? | 5.2% | ? | -10.6% | ? | -4.7% | -0.5% | -1.2%
CCOC(=O)Cc1csc(NC(=O)COc2c(C)cccc2C)n1 | 10.4% | 4.1% | -0.3% | 7.9% | 1.9% | -0.4% | -0.6% | 0.1%
COc1ccc(C(=O)Nc2cc(C)ccc2NC(=O)COc2ccccc2)cc1 | 3.98µM* | 4.6% | -21.8% | -6.3% | -16.5% | 0.8% | -1.1% | 0.1%
COc1ccc(C2CC(c3ccccc3)=NN2C(=O)COC(=O)c2nc3nc(C)cc(C)n3n2)cc1 (stereo not given) | ? | -2.0% | -0.8% | 6.0% | -14.2% | ? | 2.0% | -2.2%
Cc1cc(=O)[nH]c(SCC(=O)Nc2ccc(S(=O)(=O)N3CCOCC3)cc2)n1 | -6.3% | 0.9% | -7.1% | -3.9% | -4.7% | 9.1% | 3.1% | 1.1%
Cc1ccccc1OCCCCn1c(C2CC(=O)N(c3ccccc3Cl)C2)nc2ccccc21 (stereo not given) | . | . | -12.6% | -8.3% | -11.9% | . | 4.6% | -4.0%
CCCOc1ccccc1C1CC(=O)Nc2cc3c(cc21)OCCO3 (stereo not given) | -10.5% | -1.1% | -2.1% | 3.3% | -6.6% | -5.2% | -15.8% | -5.0%
O=C(NCCc1ccccc1)C1CC(c2ccccc2O)=NO1 (stereo not given) | ? | 9.2% | -15.0% | -10.3% | -8.3% | -8.8% | 5.1% | -3.6%
CN(C)S(=O)(=O)c1ccc(NC(=O)CNc2cc(S(=O)(=O)N3CCCC3)ccc2OCC(F)(F)F)cc1 | ? | -0.7% | -22.0% | -3.6% | 2.6% | 8.9% | 0.4% | 1.0%
CCOC(=O)c1ccccc1NC(=O)N1CCCN(S(=O)(=O)c2ccc3c(ccn3CC)c2)CC1 | . | . | -19.8% | -11.5% | -0.4% | . | -6.8% | 3.1%
COc1ccc(CCNC(=S)NC(=O)/C=C/c2ccc(C)cc2)cc1OC | . | 8.0% | -17.7% | -5.9% | ? | . | -2.4% | 0.4%
CN1CCC(OC(=O)c2ccccc2Cl)CC1 | -11.6% | 3.9% | 7.0% | 4.6% | 6.9% | -11.2% | 0.1% | -1.9%
Cc1ccc(-c2nn(C(C)(C)C)c3ncnc(N)c23)cc1 | 4.0%&18.1% | -8.8%&2.3%&3.3% | -14.6%&-11.3%&-4.2% | -8.4%&-10.1%&-5.1% | -6.7%&-4.5%&-9.9% | -1.4% | 6.7%&-6.6%&6.6% | -1.5%&-0.1%&0.3%
CCOc1ccc2nc(NC(=O)c3cnccn3)sc2c1 | -14.3% | ? | -4.9% | 2.1% | -9.2% | 10.3% | 2.2% | -6.2%
CCCC(=O)Nc1nnc(SCC(=O)NCc2ccco2)s1 | 7.0% | -1.9% | 1.6% | -0.8% | -0.9% | -3.7% | 3.9% | -8.8%
CC(C)c1ccc(NC(=S)N2CCCC(c3ccc(F)cc3)=N2)cc1 | -3.3% | 13.1% | -23.3% | -5.3% | -9.5% | 1.8% | -6.6% | -0.6%
CC1=C(C#N)C(NC(=O)c2ccccc2Cl)(C(F)(F)F)C(=O)N1 (stereo not given) | 5.7% | -9.8% | 0.6%&3.1% | ? | 10.7%&-4.8% | 7.1% | 6.3%&5.0% | 8.0%&0.0%
CCCOc1ccc(-c2csc(NC(=O)CN3C(=O)CCC3=O)n2)cc1 | -6.9% | -4.3% | -1.9% | -1.3% | -4.0% | -1.5% | -21.2% | 0.1%
Clc1ccc(OCCn2ccnc2)c(Cl)c1 | -14.6% | -3.2% | 1.0% | -14.7% | -1.5% | -1.2% | -12.6% | -1.4%

Next section
SMILES | ALDH1A1 block | aGal spleen mod | Tau fluor counter | Tau FP inhib | Tau ThT inhib | L3MBTL1 block | TRb-SRC2 inh | TR SRC2 fluor cs
Cc1ccccc1-n1c(SCC(=O)N(C)C2CCS(=O)(=O)C2)nc2ccccc2c1=O (stereo not given) | ? | -0.7% | 8.6% | -5.2% | 7.2% | -14.2% | 5.8% | -2.2%
O=C(COC(=O)C12CC3CC(CC(C3)C1)C2)Nc1ccc([N+](=O)[O-])cc1Br | -8.1% | 6.0% | -26.3% | 2.8% | -12.0% | -11.3% | -1.1% | -4.7%
N#Cc1nc(-c2ccc(OCc3ccccc3)cc2)oc1N1CCOCC1 | ? | 3.5% | -19.6% | 4.2% | -20.3% | . | -1.2% | 0.4%
COc1ccc(CC(=O)OCC(=O)Nc2ccc(N3CCOCC3)cc2)cc1 | 25.1µM* | 0.5% | -27.7% | 2.9% | ? | -19.8% | 14.2% | 1.9%
CCOc1cc(C2C(C#N)=C(N)OC3CCCC(=O)C32)ccc1OCCN1CCOCC1 (stereo not given) | -2.4% | -8.6% | -1.1% | -1.4% | -15.1% | 1.3% | 4.5% | 2.0%
Oc1ccc(Cn2ccnc2)c2cccnc12 | 5.5% | 5.0% | -9.8% | -6.1% | ? | 1.58µM* | 5.1% | 2.7%
Cc1nn(-c2ccccc2)c(C)c1NC(=O)c1ccc(S(=O)(=O)N2CCCC2)cc1 | ? | -2.3% | 7.8% | 3.5% | 3.4% | -1.1% | 3.3% | -3.9%
COc1ccccc1N(C(C)=O)C1SC(=O)N(c2ccccc2)C1=O (stereo not given) | ? | -13.0% | -7.8% | -3.6% | ? | 2.2% | -8.3% | -0.6%
CCOc1ccc2[nH]c(=O)c(CN(Cc3ccco3)Cc3nnnn3Cc3ccccc3)cc2c1 | ? | 9.5% | -18.3% | -6.6% | ? | . | 9.9% | 3.3%
CN1CCC(=NNc2ncnc3sc4c(c23)CCCC4)CC1 | ? | -3.4% | -19.1% | -10.0% | ? | -7.9% | 0.8% | -3.1%
Cc1ccc(S(=O)(=O)c2c(C)cc(C)nc2Cl)cc1 | 4.3% | 1.7% | -6.1% | -7.6% | -0.4% | 6.5% | -4.0% | -3.7%
O=C(N/N=C/c1cccc2ccccc12)c1n[nH]c2c1CCCC2 | ? | 0.0% | 2.4% | -4.9% | -3.3% | -0.4% | 5.6% | 1.1%
COC(=O)Cc1sc(-c2ccccn2)nc1-c1ccccc1 | ? | 5.7% | -5.4% | -5.1% | -8.3% | 14.6% | -7.8% | 0.8%
COC(=O)c1ccc(N(CC(=O)NC2CCCC2)C(=O)CNC(=O)c2ccco2)cc1 | 2.1% | -8.5% | -1.3% | -1.0% | -7.9% | . | -9.4% | -0.3%
COc1ccc(-c2nc3sc(CCNC(=O)c4ccc(C(C)(C)C)cc4)c(C)n3n2)cc1 | . | . | -19.8% | -14.9% | -9.5% | . | -4.8% | -0.8%
COc1cc(CNCCc2ccc(S(N)(=O)=O)cc2)ccc1OCC(=O)NC1CCCCC1 | -9.5% | 6.5% | -0.7% | -6.7% | 0.7% | 0.3% | -8.7% | -1.8%
CN1CCN(C(=O)Cn2c(-c3cccs3)cc3cc(Cl)ccc32)CC1 | . | . | -16.0% | -13.2% | -15.1% | . | -28.0% | 112µM*[quencher]
N/C(=N\N=C\c1ccc2c(c1)OCO2)SC1CC(=O)N(c2ccc(C(=O)O)cc2)C1=O (stereo not given) | ? | 15.1% | 8.0% | 8.1% | 10.4% | ? | -3.2% | -5.0%
CN(C)c1nc(Oc2ccc(=O)n(-c3ccccc3)n2)nc(N2CCOCC2)n1 | -0.1% | -1.1% | -11.3% | -8.1% | -13.7% | -2.3% | -8.3% | -2.2%
CCc1nc(SCC(=O)Nc2cc(C)on2)c2c(=O)n(C)c(=O)n(C)c2n1 | ? | 0.8% | -7.8% | -3.6% | -6.8% | -2.0% | 0.0% | -0.2%
CC(C)OCCCNC(=O)c1ccc(NC(=O)C2CCCO2)cc1 (stereo not given) | 9.7% | 1.8% | -1.0% | 4.5% | -5.8% | 6.5% | 10.9% | -0.5%
Cc1ccc(-c2csc(/C(C#N)=C(\O)CN3CCN(C(=O)c4ccco4)CC3)n2)cc1 | -0.2% | 5.1% | -9.3% | 3.4% | ? | . | 6.6% | -1.9%
CN(c1ccccc1)S(=O)(=O)c1cccc(NC(=O)CCN2C(=O)C3CCCCC3C2=O)c1 (stereo not given) | ? | -2.9% | -16.8% | -4.4% | 5.0% | 4.1% | -7.4% | -1.6%

Compound profiles, as listed above. Values in the order: ALDH1A1 block	aGal spleen mod	Tau fluor counter	Tau FP inhib	Tau ThT inhib	L3MBTL1 block	TRb-SRC2 inh	TR SRC2 fluor cs
COc1ccccc1N(C(C)=O)C1SC(=O)N(c2ccccc2)C1=O (stereo not given) is entered as ?	-13.0%	-7.8%	-3.6%	?	2.2%	-8.3%	-0.6%
CN(c1ccccc1)S(=O)(=O)c1cccc(NC(=O)CCN2C(=O)C3CCCCC3C2=O)c1 (stereo not given) is entered as ?	-2.9%	-16.8%	-4.4%	5.0%	4.1%	-7.4%	-1.6%
CCCC(=O)Nc1nnc(SCC(=O)NCc2ccco2)s1 is entered as 7.0%	-1.9%	1.6%	-0.8%	-0.9%	-3.7%	3.9%	-8.8%
